Source: PubChem BioAssay
zfTRPN1 agonist = activates the zebrafish TRPN1 channel; 220,000 compounds, 0.18% hits; HEK293 zebrafish TRPN1-YFP, Fluo-8 calcium fluorescence; 100% = response to 87 µM carbachol; activation, % at 3 µM;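 active = activation above its plate's cutoff, the mean activation of test wells on that plate plus 3 SD, cut at about 19% in these data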;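 note: 0% = DMSO alone and 100% = 87 µM carbachol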
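Assay system: Zebrafish TRPN1-YFP in HEK293 cells | Incubation: Dye loading 1 h at 37 °C, then 30 min room temperature | Measured by: Kinetic Fluo-8 fluorescence, ex 470-495, em 515-575 nm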
Ba/F3 V617F tox = loss of viability in JAK2V617F-driven Ba/F3 cells; 220,000 compounds, 1.1% hits; AID 1446; inhibition, % at 5.6 µM; Ba/F3 EpoR-JAK2V617F viability, ATP luminescence;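 active = inhibition above the campaign mean plus 3 SD over all tested compounds, cut at about 24% in these data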;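 note: cytokine-independent growth of Ba/F3 cells driven by EpoR plus mutant JAK2; 0% = DMSO-treated cells and 100% = JAK inhibitor I control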
PERK inhibitor = inhibitors of human PERK kinase. inhibition, % at 5.6 µM. Q9NZJ5. 220,000 compounds, 0.17% hits. CHO PERK-DD fusion, SEAP luminescence translation reporter. AID 1416;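 active = inhibition above the mean inhibition of all tested compounds plus 3 SD, set separately per screening campaign, cut at about 2.9% in these data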;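 note: PERK kinase domain activated by AP20187 dimerizer at 100 nM; 0% = DMSO with dimerizer and 100% = rapamycin at 8.4 µM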
EP2 modulator = modulates human prostaglandin E2 receptor EP2 signaling; EP2-expressing cells, cAMP HTRF FRET, PGE2 co-stimulation; induction, % at 25 µM; 260,000 compounds, 0.83% hits; P43116; AID 940;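 active = compounds whose cAMP rise, as percent of the full-agonist control response, exceeds 60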;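 note: rat C6 glioma line stably carrying human EP2 under a CMV promoter; the protocol text gives 20 µM as final concentration; 100% = response of wells given 1 µM PGE2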
Target sequence (P43116 whole entry, looked up): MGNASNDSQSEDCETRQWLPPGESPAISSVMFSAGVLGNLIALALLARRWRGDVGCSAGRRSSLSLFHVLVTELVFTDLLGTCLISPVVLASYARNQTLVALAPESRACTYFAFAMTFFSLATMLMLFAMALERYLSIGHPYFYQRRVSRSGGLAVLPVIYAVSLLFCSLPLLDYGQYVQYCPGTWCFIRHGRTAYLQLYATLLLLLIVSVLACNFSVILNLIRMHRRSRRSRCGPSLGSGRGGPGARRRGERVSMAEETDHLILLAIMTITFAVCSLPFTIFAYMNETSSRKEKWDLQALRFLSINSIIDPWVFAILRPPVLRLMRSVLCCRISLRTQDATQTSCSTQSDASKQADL
S1P4 ag = human S1P4 receptor agonism; O95977; S1P4-expressing cell line, agonist reporter assay; activation, % at 4.98 µM; 220,000 compounds, 0.35% hits; in the data active = activation above about 11%;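 note: 0% = DMSO vehicle and 100% = reference agonist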
m-calpain inh = blocks pig calpain II enzyme activity | inhibition, % at 16 µM | purified calpain II, fluorogenic peptide substrate, 30 min | 220,000 compounds, 0.37% hits | AID 1236;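 active = inhibition above about 50%, limit read from the data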
BaF3 parental = counter-screen for JAK2V617F inhibitors: parental Ba/F3 viability inhibitors; CellTiter-Glo ATP luminescence; inhibition, % at 5.6 µM; 220,000 compounds, 1.1% hits; AID 1486;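 active = inhibition above a per-campaign cutoff, the mean inhibition of all tested compounds plus 3 SD, cut at about 27% in these data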;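 note: 0% = DMSO wells and 100% = JAK Inhibitor I control wells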
TRPML3 ag = human mucolipin-3 channel agonism; HEK293 TRPML3-YFP, Fluo-8 calcium fluorescence; 100% = the carbachol control signal; AID 1448; 220,000 compounds, 0.29% hits; activation, % at 3 µM; Q8TDD5;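 active = activation above its plate's cutoff, the mean activation of the plate's test wells plus 3 SD, cut at about 12% in these data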;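 note: 0% = DMSO only wells and 100% = carbachol wells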
Target sequence (Q8TDD5 whole entry, looked up): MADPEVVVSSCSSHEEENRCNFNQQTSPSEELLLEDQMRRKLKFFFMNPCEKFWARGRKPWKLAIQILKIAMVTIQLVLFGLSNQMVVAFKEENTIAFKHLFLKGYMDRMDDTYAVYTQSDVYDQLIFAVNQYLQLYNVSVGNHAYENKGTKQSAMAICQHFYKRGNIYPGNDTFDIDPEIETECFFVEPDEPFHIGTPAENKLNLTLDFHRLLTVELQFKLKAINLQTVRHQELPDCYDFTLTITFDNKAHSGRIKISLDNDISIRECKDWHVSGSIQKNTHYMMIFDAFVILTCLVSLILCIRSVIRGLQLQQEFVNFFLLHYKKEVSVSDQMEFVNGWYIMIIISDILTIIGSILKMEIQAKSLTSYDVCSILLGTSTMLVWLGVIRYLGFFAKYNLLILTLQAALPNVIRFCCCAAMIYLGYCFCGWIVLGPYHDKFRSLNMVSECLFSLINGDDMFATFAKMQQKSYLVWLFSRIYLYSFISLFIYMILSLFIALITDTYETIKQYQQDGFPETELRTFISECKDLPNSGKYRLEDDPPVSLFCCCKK
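Material: TRPML3-YFP stable HEK293 cells | Dosing: One concentration, 3 µM nominal, 0.3% DMSO | Timing: 125 s total fluorescence read per well | Technique: Fluo-8 calcium dye fluorescence, ex 470-495, em 515-575 nm | Measure: Percent activation from peak-to-basal fluorescence ratio, scaled between DMSO and carbachol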
S1P4 antag = blocks the human S1P4 receptor | inhibition, % at 4.98 µM | S1P4-expressing cells, antagonist mode, reporter read-out | 220,000 compounds, 0.26% hits | O95977; in the data active = inhibition above about 29%;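 note: 0% = wells stimulated with agonist and 100% = vehicle wells without agonist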
* hit, by the source's call; / = not tested or not shown; & = joins results of further samples. No enrichment for hits; overall some 3.6% were active at least once.

no. | compound | S1P4 ag | zfTRPN1 agonist | S1P4 antag | TRPML3 ag | m-calpain inh | BaF3 parental | EP2 modulator | Ba/F3 V617F tox | PERK inhibitor
1 | COc1ccc(OCCC(=O)OCC(=O)Nc2cccc(S(=O)(=O)N3CCOCC3)c2)cc1 | -1.1 | 6.4 | -3.1 | 3.9 | 15.4 | 1.5 | -23.4 | -2.1 | 3.3*
2 | O=C(Nc1ccc2nc3n(c(=O)c2c1)CCCC3)c1cccc([N+](=O)[O-])c1 | 2.4 | 0.2 | -14.7 | 0.7 | 13.0 | 3.0 | -2.0 | -1.4 | -0.5
3 | COc1cccc(/C(O)=C/c2nc3ccc(C(=O)NCCc4cccc(C)c4)cc3[nH]c2=O)c1 | 0.6 | -0.1 | -8.0 | 0.2 | -42.9 | 8.2 | -1.9 | 6.5 | -0.1
4 | COc1ccc(C(=O)N/N=C(\C)CC(=O)Nc2ccc(Cl)cn2)cc1 | -0.1 | -1.3 | 7.3 | -0.1 | -13.0 | 2.1 | -18.1 | 0.3 | -0.8
5 | O=C(O)CNc1ncccc1[N+](=O)[O-] | 1.3 | 0.0 | 0.5 | 0.2 | 21.6 | 11.8 | 33.3 | 2.6 | 0.0
6 | COc1ccc(N2C(=O)CC(Nc3ccc(N4CCOCC4)cc3)C2=O)c(OC)c1 (stereo not given) | 0.6 | 0.5 | 1.6 | 0.0 | 4.6 | -1.9 | 1.2 | -3.8 | -0.3
7 | COc1ccc(C(=O)CCc2nc3ccccc3s2)cc1 | -0.2 | -1.5 | -16.1 | 0.0 | 10.0 | 5.2 | -94.0&-71.0 | 0.7 | 1.2
8 | COc1ccc(-c2n[nH]c(=S)n2C2CCCCC2)cc1 | 0.1 | -0.6 | -15.8 | 0.2 | 2.4 | 1.5 | 4.4 | -3.9 | 0.6
9 | Cc1[nH]nc(S(=O)CC(=O)O)c1[N+](=O)[O-] (stereo not given) | -1.1 | 0.8 | 0.5 | 1.1 | -10.1 | 0.1 | 14.8 | -1.8 | 0.2
10 | Cc1ccc(-c2nsc(SCC(=O)NCC3CCCO3)n2)cc1 (stereo not given) | -1.8 | 3.1 | -10.0 | 2.1 | 23.7 | -0.3 | -37.8 | 0.2 | 0.0
11 | COCCCN=Cc1c(C)[nH]n(-c2ccc(Br)cc2Br)c1=O | 0.2 | 0.9 | 9.0 | 0.5 | -9.7 | 6.7 | 1.9 | 0.9 | 2.0
12 | Cc1cc2c(cc1C)CSC(c1ccccc1OC(=O)C(C)(C)C)SC2 | 1.8 | -0.1 | 6.0 | -0.6 | 6.0 | 2.8 | 36.0 | 1.9 | -0.4
13 | COC(=O)c1ccccc1NC(=O)CSc1nnc(COc2cccc(OC)c2)n1C | -4.1 | -1.6 | 14.9 | 0.0 | -14.9 | 3.0 | 12.6 | 2.8 | -2.0
14 | CN(CCO)c1ncnc2c1sc1nc(N3CCOCC3)c3c(c12)CCC3 | -0.1 | 0.8 | 9.2 | 0.2 | -30.0 | 4.4 | 9.8 | 3.7 | -1.3
15 | CC1CCc2c(sc3nc(CSc4n[nH]c(N)n4)[nH]c(=O)c23)C1 (stereo not given) | 1.0 | -2.6 | -20.4 | 0.2 | 18.5 | 2.4 | -10.6 | 2.4 | -0.6
16 | CC1(C)CC(=O)C(C=NCCN2CCN(CC(=O)Nc3ccccc3)CC2)=C(O)C1 | 0.1 | 0.9 | 2.8 | 0.5 | -11.8 | 3.9 | 23.3 | -1.2 | -1.0
17 | O=[N+]([O-])c1cccc(/C=C/C=N/Nc2nc(N3CCCCC3)nc(N3CCCCC3)n2)c1 | -1.5 | -1.2 | -20.6 | -0.4 | -71.1 | 0.4 | -13.1 | -2.8 | 0.1
18 | CCCOc1ccc(-c2nc(C#N)c(N3CCN(CC)CC3)o2)cc1 | -1.3 | -0.6 | 7.8 | 0.4 | -79.1 | 4.4 | 8.8 | -3.9 | 0.5
19 | O=C(NC1CC1)c1sc2cc([N+](=O)[O-])ccc2c1Cl | 1.4 | 1.3 | -27.5 | 0.2 | 29.3 | 9.5 | -33.0 | 6.2 | 0.3
20 | O=C(/C(=C/c1cccc(Cl)c1)c1nc2ccccc2[nH]1)c1ccccc1 | -0.5 | 1.1 | 8.1 | -0.1 | -5.5 | -2.9 | -18.8 | -5.0 | 0.2
21 | CC(=O)c1ccc(Cc2cnc(N)s2)cc1 | -1.2 | 0.8 | -28.1 | -0.4 | -27.3 | -0.1 | 0.1 | -3.9 | 1.3
22 | Cc1cc(C)c(NC(=O)CSc2nc3ccc(NC(=O)CSc4nnnn4Cc4ccccc4)cc3s2)c(C)c1 | 1.4 | -0.5 | -8.6 | 0.3 | / | 3.2 | / | -1.6 | 0.4
23 | Nc1c(C(=O)c2ccccc2)sc2nsc(SCCN3CCOCC3)c12 | -0.2 | 8.2 | 10.1 | 3.6 | 8.6 | 3.7 | -34.9 | -1.6 | 0.8
24 | CSc1nnc(Cn2c(=O)sc3ccccc32)n1-c1ccccc1 | -0.3 | 2.5 | -26.4 | 0.1 | 14.6 | 7.6 | 9.8 | -0.2 | 0.2
25 | O=C(Nc1ccccc1)c1ccc(-c2ccccc2Cl)o1 | -0.3 | -1.6 | -1.1 | -0.8 | -11.0 | 3.6 | 8.6 | -2.2 | 0.3
26 | Cc1nc(CNS(=O)(=O)c2ccc3c(c2)CCCC3)cs1 | -1.1 | 0.9 | -0.7 | -0.4 | 11.2 | -0.8 | 2.1 | -4.2 | 1.1
27 | O=C(c1ccccc1F)N1CCN(c2ccc([N+](=O)[O-])c3ncccc23)CC1 | -0.5 | 1.0 | -14.7 | 1.0 | 19.2 | 6.0 | 2.4 | 4.4 | -0.4
28 | COc1ccccc1NC(=O)NCCC1=CCCCC1 | 0.2 | -0.2 | 0.4 | -0.3 | -16.0 | 4.2 | -29.4 | -0.9 | 1.0
29 | NC(=O)C1CCN(C(=O)CC2(CC(=O)O)CCCCC2)CC1 | -0.5 | -1.0 | -5.3 | 0.5 | -2.5 | 2.9 | 27.1 | 0.5 | 1.6
30 | CS(=O)(=O)N1CCc2cc(S(=O)(=O)N3CCCCC3)ccc21 | 0.7 | 3.1 | -11.8 | 0.9 | 3.4 | 0.1 | 7.8 | -3.2 | 0.7
31 | Cc1ccccc1N1CCN(Cc2c[nH]c3ccccc23)CC1 | -1.2 | -1.0 | -4.8 | 1.2 | 19.6 | 2.3 | -12.5 | 35.1* | -1.0
32 | CC(C)CN1CCN(Cc2cccn2-c2ccc(Cl)cn2)CC1CCO (stereo not given) | 0.3 | -2.1 | -2.3 | 0.7 | -14.5 | 6.2 | 17.7 | -2.1 | -0.1
33 | CCc1ccc2oc(-c3cccc(NC(=O)c4cccnc4)c3)nc2c1 | -0.1 | 1.3 | -7.0 | 0.7 | -3.0 | 4.1 | -16.9 | 0.2 | -0.5
34 | COc1ccccc1-c1cc(C(F)(F)F)nc(N2CCN(c3ccc(F)cc3)CC2)n1 | 2.2 | 0.1 | -4.3 | -0.2 | -8.5 | -0.1 | 48.6 | 2.1 | 0.0
35 | Cc1cccc(NC(=O)Cn2c(=O)n(CCc3c[nH]c4ccccc34)c(=O)c3cccnc32)c1 | -0.8 | -0.7 | 9.3 | -0.3 | -67.2 | -0.1 | -8.8 | -2.6 | -0.8
36 | O=C(Nc1ccccc1C(=O)NCc1ccco1)c1ccccc1 | -0.4 | -0.6 | -8.5 | -0.5 | -11.7 | 1.0 | 7.2 | 1.9 | -1.0
37 | COc1ccc(-n2c(Cc3cccn3C)nnc2SCC(=O)Nc2cccc(Cl)c2)cc1 | 4.3 | -0.1 | -1.5 | 0.7 | -19.4 | 0.7 | 13.2 | -4.1 | 0.8
38 | CC1(C)Cc2ccccc2C(/C(C#N)=N/O)=N1 | -1.2 | 1.9 | 13.2 | 0.1 | 21.2 | 2.5 | 1.3 | 3.4 | -0.6
39 | Clc1ccc(OCc2nc(-c3ccc(Br)o3)no2)cc1 | 2.1 | -0.9 | -15.4 | -0.3 | -2.1 | 5.9 | -6.6 | -1.9 | 1.2
40 | O=C(O)c1ccc(/C=C/c2ccc3cccc(O)c3n2)cc1 | -0.1 | -0.1 | -1.3 | -0.6 | -6.8 | 6.8 | -85.3 | 11.7 | -0.6
41 | c1ccc(CNc2nc3ccccc3n3cnnc23)nc1 | 0.2 | 0.6 | -12.6 | 1.0 | 4.5 | 0.8 | 0.7 | -5.0 | 0.0
42 | Cc1ccc(S(=O)(=O)N(CCCN2CCCC2=O)Cc2cc3c(C)ccc(C)c3[nH]c2=O)cc1 | 1.5 | 1.1 | -19.2 | -0.3 | -38.6 | 23.2 | -5.2 | 61.6* | 1.4
43 | CCOC(=O)CSC1=C(C#N)C(c2ccc(C)cc2)C(C(=O)OC)C(=O)N1 (stereo not given) | 1.1 | -2.7 | -10.6 | -0.7 | -16.1 | 6.8 | 11.1 | -0.6 | -0.2
44 | NC(=O)C1CCN(C(=O)CSc2ccsc2[N+](=O)[O-])CC1 | -1.1 | -0.3 | 0.1 | 0.2 | -48.3 | 4.4 | 8.0 | 0.8 | 1.5
45 | C=CCOn1c(=O)c(-c2cc3ccccc3o2)[n+]([O-])c2ccccc21 | -0.1 | 0.6 | 1.5 | 0.3 | -23.0 | 2.2 | -9.2 | -0.8 | 0.2
46 | CCOCCCNC(=O)C(c1ccc(Cl)cc1)N1CCN(C(=O)c2ccco2)CC1 (stereo not given) | 1.3 | 3.0 | -16.9 | -0.7 | 5.6 | -1.6 | 2.4 | -1.6 | -0.9
47 | CCN(CC)S(=O)(=O)c1ccc(N2CCOCC2)c(NS(=O)(=O)c2ccc(C)c(C)c2)c1 | 0.7 | -0.4 | -9.6 | 0.6 | 19.6 | 1.6 | 27.4 | -1.6 | -0.2
48 | COc1cc(-c2cn[nH]c2N)cc(OC)c1OC | 0.1 | 1.5 | -4.2 | 1.1 | -46.2 | 4.9 | -10.1 | -2.4 | 1.4
49 | Cn1c(=O)c(C(=O)Nc2ncccc2O)c(O)c2ccccc21 | 0.2 | 1.3 | -10.9 | 0.1 | -93.9 | 12.4 | 0.3 | 3.4 | 0.2
50 | O=C(CSc1nnc2ccccn12)c1ccccc1 | 2.0 | 1.3 | 2.4 | 0.8 | 0.7 | 4.9 | 9.5 | -2.0 | 0.3
51 | Cc1ccc(C(=O)N2CCCCCC2)cc1Br | -0.4 | -0.6 | -9.7 | 0.7 | 14.4 | -0.3 | 0.0 | -2.6 | 0.2
52 | COc1ccc(N2CCN(C(=O)CCNS(=O)(=O)c3ccc4c(c3)CCC(=O)N4)CC2)cc1 | 0.6 | 1.3 | -25.3 | 0.0 | -8.1 | 0.5 | 12.2 | -2.6 | 0.5
53 | Cc1cc(Nc2ccccc2)n(C(=O)c2ccc(Cl)cc2)n1 | -1.2 | 0.5 | -21.9 | 0.0 | 25.9 | 1.8 | 40.4 | -2.3 | 1.2
54 | CCCn1c(SCC(=O)NC(C)(C)C)nnc1-c1ccco1 | 0.9 | 0.7 | 0.3 | 0.2 | -19.2 | 4.2 | 23.3 | -1.9 | 0.8
55 | COCCCNCCOCCOc1c(OC)cccc1OC | 2.1 | 0.9 | -2.9 | 0.1 | -11.5 | 3.0 | 3.2 | 3.8 | 0.1
